High-throughput results: PubChem BioAssay, National Center for Advancing Translational Sciences (NCATS)
CBFb RUNX1 block = CBF-beta/RUNX1 interaction disruption. Q01196+Q13951. AlphaScreen CBFb-His/RUNX1-biotin binding, biochemical. Potency, µM (titrated, usually from 59.8 µM), for inactives: top-dose activity, negative = inhibition, hits mostly inhibitors. 230,000 tested, under 10 active. AID 1477; further: % of control where 0% means no effect
Target sequence (Q01196 whole entry, looked up): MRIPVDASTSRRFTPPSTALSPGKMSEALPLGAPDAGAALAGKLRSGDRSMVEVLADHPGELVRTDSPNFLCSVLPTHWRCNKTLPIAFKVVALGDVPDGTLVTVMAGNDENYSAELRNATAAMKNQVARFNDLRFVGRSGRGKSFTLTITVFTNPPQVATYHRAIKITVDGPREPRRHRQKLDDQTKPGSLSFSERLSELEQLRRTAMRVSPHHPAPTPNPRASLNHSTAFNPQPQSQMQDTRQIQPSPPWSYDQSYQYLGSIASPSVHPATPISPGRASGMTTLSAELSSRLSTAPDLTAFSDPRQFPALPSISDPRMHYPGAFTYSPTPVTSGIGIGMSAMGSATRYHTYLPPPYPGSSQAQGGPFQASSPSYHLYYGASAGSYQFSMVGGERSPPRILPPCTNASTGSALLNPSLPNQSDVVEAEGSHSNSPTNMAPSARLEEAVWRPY
Target sequence (Q13951 whole entry, looked up): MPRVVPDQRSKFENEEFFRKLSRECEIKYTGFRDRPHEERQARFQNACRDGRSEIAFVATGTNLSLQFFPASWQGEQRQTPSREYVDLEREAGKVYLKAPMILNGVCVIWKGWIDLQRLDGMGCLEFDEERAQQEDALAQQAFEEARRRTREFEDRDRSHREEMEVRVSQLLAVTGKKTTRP
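Inhibition was taken as any reduction in AlphaScreen signal from the CBF-beta–RUNX1 pair (His and biotin tags, 30 nM each), measured after compound (15 min) and bead (90 min) incubations at room temperature.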
GAA inhib = inhibitors of human lysosomal alpha-glucosidase | P10253 | purified human GAA, 4-MU-alpha-glucoside fluorescence | Potency, µM (doses to about 76.9 µM), without a hit: top-dose activity change, negative = inhibition, usual class: inhibitors | 200,000 compounds, 0.005% hits;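 further: potency means the concentration at half of the fitted maximal effect; plate controls were uninhibited enzyme wells for no effect and no-enzyme background for full effect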
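Compounds are titrated up to 77 uM against 4 nM human enzyme. Substrate 4-methylumbelliferyl-alpha-D-pyranoside (400 uM) reacts 20 min at room temperature in pH 5.0 buffer; liberated 4-methylumbelliferone is read at 440 nm.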
HTT cytoprotect = Huntington cell model cytoprotection by ATP luminescence; PC12 HTT-Q103 induced, cytoprotection, ATP luminescence, 40 h; Potency, µM (highest dose often 56.4 µM), for the others: cytoprotection (ATP increase), most hits filed as activators; 230,000 compounds, 0.14% hits; AID 1471;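 further: potency means the concentration at half of the fitted maximal effect; % of control where 0% means no effect; nearly all actives have a fitted effect of over 45% in size; toxic huntingtin expression switched on by the ecdysone agonist tebufenozide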
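PC12 cells stably carrying ecdysone-inducible Htt exon 1 (Q103)–GFP were induced with 100 nM tebufenozide (final) alongside library compounds in a dose series. Cytoprotection was scored as retained ATP by ATPlite luminescence.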
aGlu spleen mod = inhibitors or activators of human alpha-glucosidase in spleen homogenate. P10253. human spleen homogenate, 4-MU-alpha-glucoside fluorescence. Potency, µM (titrated, usually from 79.9 µM), for inactives: top-dose activity change, negative = inhibition, usual class: inhibitors. 240,000 compounds, 0.006% hits. AID 2112;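 further: potency means the concentration at half of the fitted maximal effect; 0% = enzyme with vehicle and -100% = no enzyme basal signal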
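Enzyme source: human spleen homogenate, 1 ug/well. Buffer 50 mM citric acid/K phosphate pH 5.0, 0.01% Tween-20. 4-MU-alpha-glucoside 1 mM; 37 C x 40 min; NaOH/glycine stop; fluorescence.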
HttQ103 aggreg = inhibitors of mutant huntingtin aggregate formation in PC12 cells | 220,000 compounds, 1.1% hits | Potency, µM (doses to about 46.1 µM), without a hit: at the highest dose activity change, negative = inhibition, most hits filed as inhibitors | PC12 HttQ103-GFP aggregates, Acumen cytometry, 40 h; further: potency means the concentration at half of the fitted maximal effect; on the % scale 0 is the no-effect control and ±100 the full control effect; nearly all actives have a fitted effect of over 60% in size
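Quantitative HTS on tebufenozide-induced (100 nM) PC12 cells stably expressing polyQ103 Huntingtin exon 1–GFP. Reduction of bright GFP aggregates, detected by laser scanning cytometry after lysis, identified actives across the titration.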
GAA glycogen = alters human alpha-glucosidase cleavage of glycogen; P10253; recombinant GAA, glycogen substrate, Amplex Red glucose oxidase fluorescence; Potency, µM (titrated, usually from 76.4 µM), without a hit: top-dose activity change, negative = inhibition, hits mostly inhibitors; 300,000 compounds, 0.38% hits; AID 2100;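 further: potency means the concentration at half of the fitted maximal effect; 0% = full enzyme reaction and -100% = no-enzyme basal signal; the screen sought inhibitors and activators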
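Recombinant human alpha-glucosidase (4 nM final) hydrolysed bovine liver glycogen (30 ug) for 40 min at 37 C in pH 5.0 citrate/phosphate with 0.01% Tween-20. Released glucose detected by glucose oxidase/Amplex Red, Ex 573/Em 610 nm. Compounds up to 77 uM; AC50 from Hill fits.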
Lamin A splicing = modulators of lamin A splicing; Potency, µM (doses to about 46.1 µM), inactives show at the highest dose ratio change, negative = inhibition, hits mostly inhibitors; HeLa LMNA splicing GFP/RFP minigene ratio, 48 h; 200,000 compounds, 0.01% hits; active means well fitted inhibition curve with a large enough effect in the signal ratio, with a control signal flat, not every such curve was filed as active; inconclusive means small, poorly fitted or top-dose-only effect, or effect the other way, or a change in a side signal; the % refers to the signal ratio; further: potency means the concentration at half of the fitted maximal effect; on the % scale 0 is the no-effect control and ±100 the full control effect
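Read-out is the ratio of GFP to DsRed2 object intensity, acquired by 488 nm laser-scanning cytometry on HeLa lamin A-EGFP minigene reporter cells. Compound incubation 48 hrs at 37 °C in Opti-MEM with 2% FBS; DMSO 0.5% final.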
Starred values were filed as active, the others as inactive; ? = inconclusive; nt = not tested or not shown; [ ] = remark or other dose. Unless noted, the call rests on the fitted dose curve; in most records, active means well fitted curve in the direction sought with a large enough effect; inconclusive means small, poorly fitted or top-dose-only effect, or another doubt; inactive means no such curve, though single readings can be large; an effect the other way counts as inactive or inconclusive.

Every second line gives: GAA inhib | aGlu spleen mod | CBFb RUNX1 block | Lamin A splicing | HTT cytoprotect | GAA glycogen | HttQ103 aggreg
> CCN1CCCC1CNC(=O)c1cn(CC)c2ccc(S(=O)(=O)N3CCCCCC3)cc2c1=O (stereo not drawn)
 : 0% | 6% | 9% | -11% | -20%[10 µM] | 7% | -8%
> CC(C)OC(=O)CSc1nc(N)c(C#N)cc1C#N
 : 10% | 3% | 2% | ? | 9%[10 µM] | 16% | 6%
> COC(=O)Nc1sc(C(=O)N(C)C)c(C)c1C(=O)OC
 : 4% | -3% | 0% | 7% | -22% | -1% | -1%
> O=C(COc1ccc(Cl)cc1)Nc1cccc(-c2ccc3nncn3n2)c1
 : ? | 10% | -1% | ? | 3% | -12% | -3%
> Cc1ccccc1NC(=O)N1C2CCC1CC(O)(c1cccnc1)C2 (stereo not drawn)
 : -2% | -6% | -3% | 8% | 0% | 2% | -11%
> CCC(C)(C)NC(=O)C(c1cccn1C)N(C(=O)Cn1nnc2ccccc21)c1ccc(OC)cc1 (stereo not drawn)
 : -4% | 1% | 1% | 17% | 2% | 4% | 2%
> COC(=O)c1ccc(CN2CCN(C(C)C)C(CCO)C2)cc1 (stereo not drawn)
 : 7% | 6% | 2% | nt | 18%[10 µM] | 4% | 10%[9.22 µM]
> Cc1cc(NNC(=O)c2ccccc2)nc(NNC(=O)c2ccccc2)n1
 : -5% | 0% | -3% | -3%[46 µM] | -5%[10 µM] | 15% | -14%[9.22 µM]
> CN(C)CCCN(C(=O)c1ccco1)c1nc2ccc(Cl)cc2s1
 : 5% | 2% | -1% | ? | -10% | 0% | 10%[9.22 µM]
> C=CCC1(Cl)C(=O)C(Cl)=C(N2CCN(C)CC2)C1(OC)OC (stereo not drawn)
 : nt | 8% | 2% | nt | -4%[10 µM] | -5% | 7%[9.22 µM]
> CCOC(=O)CNC(=O)C(Cc1ccccc1)NS(=O)(=O)c1cccs1 (stereo not drawn)
 : 1% | -7% | 2% | -4% | -19% | -1% | 3%
> CCCCSc1nc(CCC)cc(=O)[nH]1
 : -11% | -4% | 6% | 1% | -14% | -4% | 0%
> CC(=O)c1ccc(N2CCN(c3ccc(C(N)=O)cc3[N+](=O)[O-])CC2)cc1
 : 6% | 4% | -4% | nt | -9% | -3% | 27%
> COC(=O)CN1C(=O)C(O)(CC(=O)c2ccc(C)cc2)c2ccccc21 (stereo not drawn)
 : 4% | -15% | 2% | 0% | 9%[10 µM] | -13% | -11%
> Cc1cccn2cc(CSc3nnc(Nc4ccc(C(C)C)cc4)s3)nc12
 : -8% | 4% | -11% | -16% | ? | -4% | -4%
> Cc1ccc(O)c(/C=N/NC(=O)c2[nH]ncc2Br)c1
 : 1% | 4% | ? | ? | -2%[10 µM] | 5% | ?
> CNC(=O)NC(=O)COc1c(F)c(F)cc(F)c1F
 : 9% | -2% | 2% | 8%[46 µM] | -22% | -5% | -8%
> COc1nc(Cl)cn(-c2ccc(Cl)cc2)c1=O
 : ? | 0% | -1% | -2% | nt | -5% | -3%
> O=C(NCc1cccc(Cl)c1)c1ccc2c(c1)SC1=NS(=O)(=O)CCN12
 : 8% | -13% | -1% | 16%[46 µM] | 11%[10 µM] | -1% | 16%
> NC(=O)/C(=C/c1cccnc1)NC(=O)c1ccccc1
 : nt | -6% | 8% | nt | 12%[10 µM] | 2% | 5%[9.22 µM]
> COc1cc(C2C3C(=O)N(Cc4ccccc4)C(=O)C3ON2c2ccccc2)cc(OC)c1O (stereo not drawn)
 : -14% | -3% | -11% | -1% | -18%[0.074 µM] | ? | 24%
> CC(=O)N1CC[C@@H]2CC(=O)C[C@@H](C)[C@@H]21
 : nt | -9%[181 µM] | -5%[136 µM] | nt | -29%[96.6 µM] | nt | nt
> COc1ccccc1CNS(=O)(=O)c1ccc(C)cc1
 : ? | -7% | 5% | 16% | -10% | -5% | -17%
> Cc1ccccc1-c1cc2c(nn1)-c1ccccc1C2=O
 : -3% | -1% | -6% | ? | -123%[inhibitor] | -11% | 25µM*
> Cc1ccc(NC(=O)CCn2cnc3cc(C)c(C)cc32)cc1
 : -5% | -6% | 8% | -13% | 15%[10 µM] | -6% | -12%
> Nc1c(-c2ccccc2Cl)cnn1-c1cccc([N+](=O)[O-])c1
 : -1% | 5% | -2% | -10% | -2% | 1% | 11%
> COc1ccc(S(=O)(=O)N2CCc3ccccc32)cc1C(=O)OCC(=O)c1c(N)n(C)c(=O)n(C)c1=O
 : 12% | -2% | 4% | nt | -24% | 18% | 6%
> CCC(C)NC(=O)C1c2ccccc2C(=O)N(c2ccc(OC)cc2)C1c1ccc(OC)cc1 (stereo not drawn)
 : -2% | -1% | 0% | 6% | -14% | 2% | ?
> CCCCn1c(=O)c(CCC(=O)OCC(=O)Nc2ccc(C)c(Cl)c2)nc2ccccc21
 : -2% | -5% | -2% | -9% | 6%[10 µM] | -11% | -8%
> Cc1ccc(OCCCCn2cnc3ccccc32)c(C)c1
 : -3% | -4% | 1% | ? | -153%[inhibitor] | -10% | 3.2µM*
> CC1(C)Cc2c(c(N3CCOCC3)nc3snc(N)c23)CO1
 : -1% | -1% | 5% | ? | -10% | -8% | 25µM*
> Cc1nnc2ccc(-c3ccc(NC(=O)c4ccco4)cc3)nn12
 : 5% | 1% | -9% | nt | -59%[inhibitor] | 4% | -6%
> CS(=O)(=O)c1ccc(C(=O)OCc2nnc(-c3ccccc3)o2)cc1[N+](=O)[O-]
 : 7% | -20% | ? | -18%[46 µM] | -62%[inhibitor] | -16% | ?
> CCC(C)(NC(=O)c1ccc(=O)[nH]c1)C(=O)NC1CCCC1 (stereo not drawn)
 : -6% | -7% | 9% | -3% | -4% | 4% | -7%
> C/C(=N\NS(=O)(=O)c1ccc(C)cc1)c1ccc(C)s1
 : 2% | -4% | 0% | 14% | -24% | -5% | -1%
> COc1cc(C=O)ccc1OS(=O)(=O)c1ccccc1[N+](=O)[O-]
 : 5% | 0% | -10% | -11% | 11%[10 µM] | -3% | 9%
> Cc1ccc(S(=O)(=O)N2c3ccccc3OCC2c2ccccc2)cc1 (stereo not drawn)
 : -22% | -7% | -3% | ? | -20%[10 µM] | 1% | -25%
> CN(c1ccccc1)S(=O)(=O)c1cccc(NC(=O)CSc2nncs2)c1
 : -9% | -6% | 6% | ? | 14%[10 µM] | 12% | -26%
> CC(=O)Nc1ccc(S(=O)(=O)N2CCN(S(=O)(=O)N3CCCCCC3)CC2)cc1
 : -9% | -3% | 15% | -12% | 3%[10 µM] | -1% | -12%
> CN1CCN(c2nc(-c3ccc(Cl)s3)cs2)CC1
 : 2% | -3% | -15% | nt | -22% | 6% | 9%
> N#Cc1ccc(-c2cccnc2)nc1SCC(=O)Nc1sc2c(c1C#N)CCC2
 : 2% | 3% | 3% | -1% | 18%[10 µM] | 1% | 18%
> CC(=O)Nc1ccc(S(=O)(=O)Nc2nc3ccccc3nc2Nc2ccc(O)cc2)cc1
 : nt | 4% | -13% | nt | 18%[10 µM] | 18µM* | -7%[9.22 µM]
> CCc1ccccc1-n1cnc2cc(C(=O)O)ccc21
 : 7% | -5% | 4% | ? | -14% | 1% | 23%
> N#CC1=CN(Cc2ccccc2)C=C(/C=N/Nc2ccccc2)C1
 : -3% | -11% | -16% | ? | -41%[inhibitor] | ? | -9%
> O=C(CSc1nnc(-c2ccncc2)o1)N1CCc2ccccc2C1
 : -7% | 2% | 15% | ? | -5%[10 µM] | 0% | 0%
> O=C(Nc1nc(-c2ccccc2)c(C(=O)c2ccccc2)s1)c1ccc(S(=O)(=O)N2CCCCC2)cc1
 : -13% | 0% | 4% | 2% | 23%[10 µM] | 13% | -24%
> COC(=O)c1c(C(=O)NCc2ccccc2)ncn1CC(O)COc1ccccc1 (stereo not drawn)
 : 7% | 4% | 2% | -1% | -1% | -14% | 6%
> O=S(=O)(NCCc1ccccc1)c1ccc(Cl)nc1
 : ? | -2% | 14% | 6% | 17%[10 µM] | 4% | -3%
> COCCNC(=S)N1CCN(S(C)(=O)=O)CC1
 : 6% | 2% | 7% | ? | -9% | -2% | 4%
> CC1Cc2ccccc2N1C(=O)CSc1nnc(Cn2nnc3ccccc32)n1C (stereo not drawn)
 : -5% | -6% | 0% | ? | 13%[10 µM] | 12% | 7%

An excerpt from above in order of the GAA inhib value, rising:
SMILES	GAA inhib
O=C(CSc1nnc(-c2ccncc2)o1)N1CCc2ccccc2C1	-7%
CC1Cc2ccccc2N1C(=O)CSc1nnc(Cn2nnc3ccccc32)n1C (stereo not drawn)	-5%
N#CC1=CN(Cc2ccccc2)C=C(/C=N/Nc2ccccc2)C1	-3%

Next compounds:
Every second line gives: GAA inhib | aGlu spleen mod | CBFb RUNX1 block | Lamin A splicing | HTT cytoprotect | GAA glycogen | HttQ103 aggreg
> O=C(C1CCCN(S(=O)(=O)c2ccc(F)cc2)C1)N(Cc1cccs1)C1CC1 (stereo not drawn)
 : -10% | -5% | 4% | ? | -4%[10 µM] | -5% | ?
> Cc1cc(NC(=O)c2ccc(N(C)S(=O)(=O)c3ccccc3)cc2)no1
 : -7% | -4% | 2% | ? | -6%[0.074 µM] | 1% | -17%
> O=C(c1ccc(S(=O)(=O)N2CCCC2)cc1)N(Cc1ccco1)C1CCS(=O)(=O)C1 (stereo not drawn)
 : nt | -1% | 9% | nt | -6%[10 µM] | -9% | 5%[9.22 µM]
> CCCc1nc2sc3c(SCC(=O)NCc4ccco4)ncnc3c2c2c1CCC2
 : 1% | -7% | ? | ? | -1%[0.074 µM] | 1% | ?
> Cn1c(SCC(=O)Nc2cccc(Br)c2)nnc1-c1cc2ccccc2o1
 : -8% | -3% | -16% | 6% | -9% | 3% | -9%
> COc1ccccc1-c1nc(N2CCN(C)CC2)c2ccccc2n1
 : nt | -2% | nt | -4% | 5% | nt | nt
> CC(O)CNc1ccc(-c2nn(C)c(=O)c3ccccc23)cc1[N+](=O)[O-] (stereo not drawn)
 : -3% | -4% | -1% | nt | -27% | -4% | -5%[9.22 µM]
